Source: PubChem BioAssay (several laboratories)
CHRM5 PAM: CHRM5 positive allosteric modulation; CHO-K1 hM5, Fluo-8 calcium, ACh EC20 PAM; 0% = ACh EC20, 100% = ACh EC100; activation, % at 3 µM; AID 624038; P08912; 360,000 compounds, 0.3% hits;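 active = activation above the run cutoff, the mean activation of all test compounds plus 3 SD, cut at about 18% in these data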
Target sequence (P08912 whole entry, looked up): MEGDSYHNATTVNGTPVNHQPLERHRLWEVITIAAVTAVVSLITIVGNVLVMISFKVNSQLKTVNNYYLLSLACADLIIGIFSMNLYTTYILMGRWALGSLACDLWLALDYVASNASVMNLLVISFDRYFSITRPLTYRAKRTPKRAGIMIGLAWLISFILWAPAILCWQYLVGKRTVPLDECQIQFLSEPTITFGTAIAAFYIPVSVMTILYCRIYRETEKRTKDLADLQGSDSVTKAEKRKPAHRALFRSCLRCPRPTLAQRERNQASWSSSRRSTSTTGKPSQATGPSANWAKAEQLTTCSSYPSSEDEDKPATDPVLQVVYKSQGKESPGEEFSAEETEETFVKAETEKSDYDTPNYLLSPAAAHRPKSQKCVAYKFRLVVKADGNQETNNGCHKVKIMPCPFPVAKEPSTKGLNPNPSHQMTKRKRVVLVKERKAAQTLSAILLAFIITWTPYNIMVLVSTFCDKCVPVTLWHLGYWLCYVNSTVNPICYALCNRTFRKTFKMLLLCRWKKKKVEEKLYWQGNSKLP
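System: CHO-K1 hM5 cells. Reagent: acetylcholine, EC20 level. Compound dosing: single dose, 3 µM nominal final test concentration. Timing: Post-acetylcholine fluorescence recording 140 s. Detection: Fluo-8 calcium fluorescence. Read-out: % activation, ACh-normalized. Benchmarks: ACh EC20 and EC100 wells. Repeats: singlicate, one well per test compound.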
M4 ag: agonists of human muscarinic M4 receptor (CHRM4) | P08173 | CHO-K1 hM4/Gqi5, Fluo-8 calcium fluorescence; vehicle 0%, full acetylcholine response 100% | activation, % at 3 µM | 360,000 compounds, 0.14% hits;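 active = activation above the run mean over all test wells plus 3 SD, cut at about 32% in these data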;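 also: peak over basal fluorescence ratio per well then scaled between controls; 0% = DMSO wells and 100% = acetylcholine at EC100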
Target sequence (P08173 whole entry, looked up): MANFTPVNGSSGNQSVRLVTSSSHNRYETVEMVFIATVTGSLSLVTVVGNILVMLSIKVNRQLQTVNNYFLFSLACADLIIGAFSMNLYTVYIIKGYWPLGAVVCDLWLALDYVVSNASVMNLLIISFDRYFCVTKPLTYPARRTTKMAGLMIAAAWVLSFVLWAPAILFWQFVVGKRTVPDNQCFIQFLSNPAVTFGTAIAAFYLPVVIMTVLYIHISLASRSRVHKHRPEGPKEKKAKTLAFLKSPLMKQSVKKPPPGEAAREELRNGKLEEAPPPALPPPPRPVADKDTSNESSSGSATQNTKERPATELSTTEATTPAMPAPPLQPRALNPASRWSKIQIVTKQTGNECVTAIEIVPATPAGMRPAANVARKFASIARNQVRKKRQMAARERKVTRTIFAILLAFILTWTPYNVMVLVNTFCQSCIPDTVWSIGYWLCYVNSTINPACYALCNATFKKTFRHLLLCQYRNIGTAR
M1 PAM: positive allosteric modulators of human M1 muscarinic receptor. P11229. CHO-K1 hM1, Fluo-8 calcium fluorescence, ACh EC20; 0% = ACh EC20, 100% = maximal ACh. activation, % at 3 µM. 360,000 compounds, 0.088% hits. AID 588819; in the data active = activation above about 19%, passing the limit was not always enough
CHRM4 antagonist: antagonists of human muscarinic M4 receptor (CHRM4); P08173; CHO-hM4 cells, ACh EC80, Fluo-8 calcium fluorescence; inhibition, % at 3 µM; 360,000 compounds, 0.73% hits; AID 624125;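 active = inhibition above its plate's cutoff, the mean inhibition of sample wells plus 3 SD, cut at about 27% in these data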;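 also: 0% = acetylcholine EC80 with DMSO and 100% = DMSO without agonist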
M5 antag: blocks acetylcholine activation of human M5 receptor; P08912; CHO-hM5 cells, Fluo-8 calcium fluorescence, ACh EC80; inhibition, % at 3 µM; 360,000 compounds, 0.59% hits; AID 624040;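 active = inhibition above a per-plate cutoff, the mean of that plate's test compounds plus 3 SD, cut at about 27% in these data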;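 also: 0% = acetylcholine EC80 with DMSO and 100% = DMSO without agonist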
M5 ag: agonists of human muscarinic M5 receptor (CHRM5) | P08912 | AID 624037 | activation, % at 3 µM | CHO-K1 hM5 cells, Fluo-8 calcium fluorescence; 0% DMSO wells, 100% maximal acetylcholine response | 360,000 compounds, 0.19% hits;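 active = activation above the run's mean over test compounds plus 3 SD, cut at about 23% in these data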;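 also: signal is peak over basal fluorescence ratio across the kinetic read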
CRFR2-BP ag: CRF-BP/CRF-R2 complex agonism; HEK293 CRF-R2/CRF-BP, calcium dye fluorescence (FLIPR); percent of saturating CRF peptide response; activation, % at 13.2 µM; 350,000 compounds, 0.46% hits; AID 588473;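 active = activation of at least 50%, plus an integration ratio under a set limit after plate pattern correction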;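 also: plate controls were neutral control wells without compound for no effect and CRF at EC100 for full effect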
CRFBP-R2 block: blocks CRF-induced signaling of the CRF-BP/CRF-R2 complex. AID 588475. HEK293 CRF-R2/CRF-BP, CRF-induced calcium fluorescence. 350,000 compounds, 0.59% hits. inhibition, % at 11.8 µM;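 active = inhibition of the ligand-induced calcium signal above about 50% at the single tested concentration, limit read from the data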
M4 PAM: positive allosteric modulators of human muscarinic M4 receptor. CHO-K1 hM4/Gqi5, Fluo-8 calcium fluorescence, ACh EC20; 0% = ACh EC20, 100% = maximal ACh. 360,000 compounds, 0.4% hits. AID 624126. P08173. activation, % at 3 µM;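 active = activation above its plate's cutoff, the mean activation of sample wells plus 3 SD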; also: some results filed as inactive read as strong as hits
* = called active by the depositor; · = no result given.

Every second line gives: CHRM5 PAM | M4 ag | M1 PAM | CHRM4 antagonist | M5 antag | M5 ag | CRFR2-BP ag | CRFBP-R2 block | M4 PAM
CN(Cc1ccccc1)C(=O)CSc1cc(=O)n(C)c2ccccc12
    -2 | 2 | 2 | 2 | -6 | -4 | 0.1 | -4 | -4
CCOC(=O)CC1=NS(=O)(=O)c2ccccc2N1
    4 | 0 | 6 | -12 | -9 | -3 | 1.7 | -16 | 6
Cc1ccc(C(=O)CSc2nc(O)cc(=O)[nH]2)cc1C
    0 | 0 | 0 | 6 | -2 | 3 | 0.5 | -4 | -5
CCOC(=O)C1CCN(c2ncnc3c2oc2ccc(Cl)cc23)CC1
    -9 | 5 | -6 | 9 | -1 | 2 | 0.6 | 5 | -1
N#Cc1c2n(c(=S)n(-c3ccc(F)cc3)c1=O)CCCCC2
    0 | 1 | 13 | 2 | -5 | 1 | -0.8 | -2 | -5
O=C(c1cccc(S(=O)(=O)NCc2ccccc2)c1)N1CCN(c2ccccc2Cl)CC1
    -8 | 12 | -5 | 4 | 17 | 1 | -0.6 | -4 | -6
N#CC(Sc1ccccn1)c1ccc(Cl)cc1Cl (stereo not given)
    -16 | 17 | -29 | 7 | 9 | -5 | -1.5 | 0 | -14
Cc1ccc(-n2ccnc2SCC(=O)O)cc1C
    3 | 0 | 1 | 5 | 4 | 3 | -0.5 | 7 | -4
O=C(COC(=O)CC1CCCC1)Nc1ccc(Cl)cc1
    2 | 1 | 1 | 2 | 8 | -4 | 3.7 | 4 | -4
CCOC(=O)c1cnc2nc(C)[nH]n2c1=O
    2 | 0 | 13 | -3 | -9 | -3 | -2.9 | -10 | 21
O=C1CSC(c2ccc(F)cc2)N1c1c(F)cccc1F (stereo not given)
    -1 | -1 | 2 | 1 | 10 | -6 | -1.9 | 4 | -3
Cc1cc(C)n(CCc2nc(-c3ccc(C)o3)cs2)n1
    -1 | 2 | 2 | 0 | -9 | -4 | -1.6 | -5 | 2
C=CCn1c(SCC(=O)N(CCO)CCO)nc2sc3c(c2c1=O)CCC3
    9 | 0 | 1 | -14 | -2 | 2 | 0.2 | 15 | -2
COc1cccc(CN2CCC(CO)(CC3CCCCO3)CC2)c1 (stereo not given)
    -7 | 5 | 3 | 2 | 19 | -6 | -0.1 | 23 | 1
COc1ccc2nc(N3C(=O)C(O)=C(C(=O)c4ccco4)C3c3ccc(C)o3)sc2c1 (stereo not given)
    4 | 0 | 11 | -1 | 2 | -3 | -0.9 | 45 | 13
Cc1ccc(-c2csc(NC(=O)C[n+]3cc(-c4ccc(C)cc4)n4c3CCC4)n2)cc1
    6 | 0 | -6 | 9 | 2 | -19 | -0.2 | 8 | -7
COC(=O)c1c(-n2cnnn2)sc(C)c1C
    2 | 1 | 7 | 5 | 10 | -1 | 4.0 | -5 | 18
COc1ccc(CCNC(=O)Cn2c(=O)n(-c3cc(F)ccc3F)c(=O)c3sccc32)cc1OC
    7 | -2 | 13 | -16 | -6 | 6 | 0.1 | 13 | 19
O=C(NCC1CCCO1)C1CCN(C(=O)c2ccc(Br)cc2)CC1 (stereo not given)
    -1 | 0 | -6 | 2 | 10 | -1 | -2.2 | 12 | -1
Cc1nn(CC(=O)NCCN2CCOCC2)c(=O)c2cc3sccc3n12
    -1 | 0 | 3 | 7 | 2 | -1 | -0.1 | 7 | -1
CC12CCCC(CC(=O)O)(C1)NC(=O)C2 (stereo not given)
    6 | 2 | 6 | -10 | 5 | 9 | 8.1 | -5 | 7
Cc1cc2ccccn2c1C(=O)Nc1ccccc1
    0 | 0 | 3 | -7 | 0 | -5 | 1.0 | 16 | 11
COc1ccc(OC)c(NC(=O)COC(=O)Cc2ccc(-c3ccccc3)cc2)c1
    -1 | 0 | -2 | 0 | -2 | -1 | 1.3 | -4 | -5
Cc1nc2ccccc2c2c1CC(C)S2 (stereo not given)
    7 | 2 | 5 | 2 | 5 | -3 | -1.0 | 6 | 1
Cc1cc(C)c2[nH]c3nc(SCC(=O)O)nnc3c2c1
    18 | 0 | 10 | -4 | -14 | -1 | -1.0 | 2 | 1
O=C(NCc1ccc(Cl)cc1)c1ccc(OCC2CCCO2)cc1 (stereo not given)
    -9 | 1 | -2 | -5 | 10 | -2 | 0.8 | -3 | 5
CC1CCCC(NC(=O)Cn2cc3c(n2)CCCCC3)C1C (stereo not given)
    1 | 1 | 9 | -17 | -4 | 2 | -1.9 | -10 | 12
CC(=O)c1cccc(NC(=O)NCc2ccccn2)c1
    2 | 1 | 11 | 4 | 5 | 2 | 1.9 | 4 | 23
Cc1cccc(N(Cc2cc3ccc(C)cc3[nH]c2=O)C(=O)c2ccco2)c1
    -1 | 0 | 16 | 7 | 16 | 1 | -2.4 | -2 | 1
COc1cccc2[nH]c(C(=O)NCCCN3CCCC3=O)cc12
    2 | 4 | 7 | 1 | -9 | -2 | -0.1 | 4 | 1
CCCC1(C)NC(=O)c2ccccc2O1 (stereo not given)
    -14 | 9 | -4 | 11 | 17 | 0 | -0.3 | 6 | -3
COc1ccc(C2=CC(=O)CC(c3ccccc3)C2)cc1 (stereo not given)
    -8 | 4 | 3 | 2 | 10 | -2 | 0.5 | 16 | -7
CCOc1ccccc1NC(=O)Cn1cnc2c(nnn2-c2cccc(OC)c2)c1=O
    -11 | -1 | 2 | -10 | 1 | 1 | 1.1 | -15 | -4
CC(=O)c1sc(-c2ccc(F)cc2)cc1NS(=O)(=O)c1ccc(C)cc1
    -1 | 0 | 6 | -1 | 12 | 0 | -1.0 | 9 | -5
Cc1csc(NC(=O)c2cccc(S(=O)(=O)N3CCCCC3)c2)n1
    -9 | 3 | 6 | 9 | 2 | 1 | -1.4 | 2 | -8
COc1ccccc1OCCC(=O)OCC(=O)c1c(N)n(C)c(=O)n(C)c1=O
    5 | 2 | 8 | 1 | 5 | 3 | 1.6 | -1 | -5
Cc1ccc(NC(=O)c2noc3c2CCCCC3)cc1
    -3 | 0 | -2 | -23 | -6 | -10 | -2.4 | -34 | 13
Cn1c(=O)c2c(nc(N3CCOCC3)n2C/C=C/c2ccccc2)n(C)c1=O
    -12 | 1 | -1 | -5 | 9 | 0 | -2.8 | -11 | -5
FC(F)Sc1ccc(NC2=NCCCCC2)cc1
    -5 | 16 | -15 | 13 | 16 | -5 | -1.6 | -3 | -16
CN(C)S(=O)(=O)N1CCN(c2ccc([N+](=O)[O-])c(N3CCOCC3)c2)CC1
    6 | 2 | 8 | -3 | 10 | -2 | -1.0 | 13 | 4
CCn1c(SC(C)C)nnc1-c1cc(-c2ccccc2)sc1N
    -8 | -1 | 1 | 4 | 1 | -2 | -2.7 | 29 | -8
COc1ccccc1NC(=O)N1CCc2c([nH]c3ccccc23)C1C(F)(F)F (stereo not given)
    -3 | 0 | 2 | -5 | 2 | -3 | 0.0 | -3 | 4
CC(=O)c1ccc(Sc2ccccn2)c([N+](=O)[O-])c1
    12 | 1 | 13 | -9 | -5 | 2 | -0.8 | -2 | -4
Cc1cccc(-c2cc(C(=O)Nc3ccncc3)c3ccccc3n2)c1
    -9 | 12 | -4 | 10 | 9 | -3 | 1.0 | 11 | -6
N#Cc1ccc(C2=CC(=O)C[C@H](c3ccc4c(c3)OCO4)C2)cc1
    -14 | 3 | 1 | 0 | 15 | -3 | -2.2 | 11 | -3
CC(O)(c1cccc(F)c1)c1nc(-c2cc(F)cc(F)c2)cs1 (stereo not given)
    0 | 0 | 3 | -10 | 1 | 1 | · | · | -3
Cc1ccc(NC(=O)Cn2ccc([N+](=O)[O-])n2)cc1C
    7 | 0 | 7 | -1 | -2 | 5 | 0.0 | -3 | -2
CCn1nc(C)c(CN2CCC(n3nccc3NC(=O)CCCc3ccccc3)CC2)c1C
    3 | 1 | 10 | -1 | -6 | -6 | 1.5 | -15 | 2
C=CCNC(=O)/C(=C\c1cccc([N+](=O)[O-])c1)NC(=O)c1ccccc1
    4 | 2 | 3 | -1 | -3 | -1 | -2.0 | 6 | 0
Cc1nc2ccc(Br)cn2c1NC(C)(C)C
    2 | 1 | -6 | -3 | 4 | -4 | -4.5 | -7 | 2
CS/C(=C\[N+](=O)[O-])Nc1ccc(C)cc1
    -2 | 0 | 10 | -3 | -8 | 0 | 1.4 | -18 | 0
O=C(NCC(=O)N1CCN(S(=O)(=O)c2ccccc2F)CC1)c1ccc(Br)o1
    -2 | 1 | 5 | 0 | 12 | 1 | 1.4 | 1 | 0
CC(=O)Nc1ccc(NC(=O)C(C)Oc2ccc(C)nc2[N+](=O)[O-])cc1 (stereo not given)
    4 | 1 | 5 | -5 | -3 | 1 | 0.5 | 13 | 12
COc1ccc2nc(NC(=O)CSc3nnc(-c4ccoc4C)n3C)sc2c1
    -28 | 12 | -4 | -10 | -3 | -3 | 0.7 | 1 | -11
COc1ccccc1C(=O)NC(CCSC)C(=O)OC(C)C(=O)NC1CC1 (stereo not given)
    5 | 1 | 7 | 1 | 3 | 1 | -0.2 | 2 | -3
Cc1cc(C)cc(C(=O)NN2CCOCC2)c1
    4 | 1 | -2 | 4 | -5 | 1 | -0.3 | 2 | 7
COc1ccc2noc3c2c1C(=O)c1ccccc1-3
    -17 | 59* | -26 | 36* | 28* | 51* | 169* | -115 | -22
c1ccc2cc3[nH]c(CN4CCCCC4)nc3cc2c1
    -7 | 1 | -2 | 0 | 8 | -1 | -1.2 | 0 | -3
CSc1nc2ccccc2cc1/C=C(\C#N)c1ccccc1
    -4 | -1 | -9 | 11 | 3 | -8 | 1.1 | -7 | -9
O=C(O)c1ccc(Cl)c(NC(=O)C2CCCN2S(=O)(=O)c2cccc3nsnc23)c1 (stereo not given)
    -5 | 1 | 9 | 1 | 5 | 2 | -0.2 | 5 | 9

An excerpt from above in order of their number in M1 PAM, low to high:
smiles,M4 ag,M1 PAM,CHRM4 antagonist,M5 antag,M5 ag,CRFR2-BP ag,CRFBP-R2 block,M4 PAM
COc1ccc2noc3c2c1C(=O)c1ccccc1-3,59*,-26,36*,28*,51*,169*,-115,-22
FC(F)Sc1ccc(NC2=NCCCCC2)cc1,16,-15,13,16,-5,-1.6,-3,-16
C=CCn1c(SCC(=O)N(CCO)CCO)nc2sc3c(c2c1=O)CCC3,0,1,-14,-2,2,0.2,15,-2

(continued)
Every second line gives: CHRM5 PAM | M4 ag | M1 PAM | CHRM4 antagonist | M5 antag | M5 ag | CRFR2-BP ag | CRFBP-R2 block | M4 PAM
Cn1c(N)c(C(=O)c2cc(-c3ccccn3)nc3ccccc23)c(=O)[nH]c1=O
    4 | 1 | 7 | 3 | -3 | 2 | 0.6 | 9 | 0
Cc1ccc(-c2nc(C)sc2CC(=O)OCC(=O)Nc2ccc(F)c(Cl)c2)cc1
    -2 | 4 | 1 | -8 | 3 | -4 | 7.7 | 16 | -16
CCc1ccc(/C(C)=N/NC(=O)CNC(=O)/C=C/c2ccco2)cc1
    12 | 0 | 17 | 2 | 2 | 4 | 0.6 | 7 | 12
Cc1ccccc1-c1nc(CS(=O)(=O)CC(=O)NC2CC2)c(C)o1
    0 | 1 | 6 | 0 | 0 | -2 | -0.7 | -6 | 4
